High-throughput results (PubChem)
SENP8 block-1: blocks human SENP8 cleavage of Nedd8 substrate. actives 0.64% (n = 360,000). AID 602440. inhibition, % at 20 µM. Q96LD8. recombinant SENP8, Nedd8 substrate fluorescence; in the data active means inhibition mostly above about 40%, no sharp cut-off; inactive means mostly below about 27%
SENP1 inh: inhibitors of human SENP1 SUMO protease catalytic domain; Q9P0U3; recombinant SENP1 catalytic domain, CyPet-SUMO1-YPet FRET cleavage; inhibition, % at 10 µM; actives 0.21% (n = 360,000); AID 624204;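 active means inhibition at least 30% at 10 µM, raw YFP signal under a set limit, fluorescence ratio 0.5 to 1.5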;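 further: 0% = enzyme with DMSO and 100% = no enzyme wells; some results filed as inactive read as strong as hits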
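system = hSENP1 catalytic domain, recombinant | reagent = SFCypet-SUMO1-SFYpet substrate at 25 nM | doses = one dose per compound, 10 µM, 0.5% DMSO | incubation = enzyme reaction for 50 min at room temperature, dark | measured by = FRET, CFP and YFP emission | controls = no-enzyme low, enzyme-DMSO high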
PfGluPho inh: PfG6PD (Plasmodium falciparum) enzyme inhibition; actives 0.78% (n = 350,000); PfGluPho enzyme, NADPH resazurin-diaphorase fluorescence; inhibition, % at 20 µM;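 active means inhibition reaching at least a set limit at 20 µM in the primary screen, cut at about 59% in these data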;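 further: 0% = DMSO wells with substrate and 100% = DMSO wells lacking glucose-6-phosphate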
SENP7 block: blocks the human protease SENP7 | inhibition, % at 5 µM | actives 1.5% (n = 330,000) | Q9BQF6 | recombinant SENP7, Z-RLRGG-aminoluciferin luminescence, 40 min;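 active means inhibition above about 50% at the single test dose, limit read from the data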;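 further: plate controls were DMSO with enzyme for no effect and no enzyme buffer wells for full effect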
Apaf1 inhib: human Apaf-1 inhibition. O14727. reconstituted apoptosome caspase-3 activity, DEVD-Rh110 fluorescence. inhibition, % at 20 µM. actives 0.71% (n = 330,000). AID 489030; active means inhibition of at least 40% at 20 µM;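 further: plate controls were DMSO wells for no effect and DEVD-CHO caspase inhibitor wells for full effect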
Target sequence (O14727 whole entry, looked up): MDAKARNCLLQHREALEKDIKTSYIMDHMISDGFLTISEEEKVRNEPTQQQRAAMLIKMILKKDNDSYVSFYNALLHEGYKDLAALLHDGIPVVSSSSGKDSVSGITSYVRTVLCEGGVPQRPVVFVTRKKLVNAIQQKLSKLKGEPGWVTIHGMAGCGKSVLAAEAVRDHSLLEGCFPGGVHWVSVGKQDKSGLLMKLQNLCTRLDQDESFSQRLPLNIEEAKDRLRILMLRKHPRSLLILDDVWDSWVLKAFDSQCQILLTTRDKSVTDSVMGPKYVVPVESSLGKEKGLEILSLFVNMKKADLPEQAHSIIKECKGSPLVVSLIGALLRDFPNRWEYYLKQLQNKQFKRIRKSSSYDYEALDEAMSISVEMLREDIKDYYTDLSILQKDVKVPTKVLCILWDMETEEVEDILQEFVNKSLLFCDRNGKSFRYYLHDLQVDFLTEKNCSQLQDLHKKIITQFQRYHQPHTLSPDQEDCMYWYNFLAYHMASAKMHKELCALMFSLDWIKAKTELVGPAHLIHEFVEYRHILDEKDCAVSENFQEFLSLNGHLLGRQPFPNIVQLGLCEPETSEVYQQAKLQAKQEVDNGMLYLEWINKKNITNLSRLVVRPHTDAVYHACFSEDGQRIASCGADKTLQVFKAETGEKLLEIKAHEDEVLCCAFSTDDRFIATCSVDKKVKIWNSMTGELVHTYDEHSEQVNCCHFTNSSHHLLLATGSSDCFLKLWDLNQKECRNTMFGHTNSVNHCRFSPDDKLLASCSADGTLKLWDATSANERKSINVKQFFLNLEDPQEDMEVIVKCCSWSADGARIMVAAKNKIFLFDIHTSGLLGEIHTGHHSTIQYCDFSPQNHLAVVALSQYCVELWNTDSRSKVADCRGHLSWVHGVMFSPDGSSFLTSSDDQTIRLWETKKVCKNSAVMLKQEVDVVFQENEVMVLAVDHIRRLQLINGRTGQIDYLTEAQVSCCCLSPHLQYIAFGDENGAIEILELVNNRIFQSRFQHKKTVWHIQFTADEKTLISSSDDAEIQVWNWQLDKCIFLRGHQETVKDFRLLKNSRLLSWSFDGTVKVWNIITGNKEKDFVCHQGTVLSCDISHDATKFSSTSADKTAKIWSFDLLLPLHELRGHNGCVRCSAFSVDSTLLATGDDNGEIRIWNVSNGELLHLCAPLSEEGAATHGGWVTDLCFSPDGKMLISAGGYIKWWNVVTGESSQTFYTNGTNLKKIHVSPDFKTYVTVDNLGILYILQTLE
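Material: reconstituted apoptosome with Apaf-1, cytochrome c, caspase-9, procaspase-3, dATP / Buffer or medium: pH 7.5 Hepes buffer with CHAPS, BSA, DTT / Also added: cytochrome c with DEVD-Rh110 / Schedule: compound with Apaf-1, dATP, procaspase-3 30 min, then 50 min reaction, room temperature / Technique: rhodamine 110 fluorescence at Ex 480/Em 540 nm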
HKDC1 inhibitor: HKDC1 (human) hexokinase inhibition; Q2TB90; recombinant HKDC1, G6PDH/diaphorase resazurin coupled fluorescence; inhibition, % at 20 µM; actives 0.16% (n = 340,000); AID 493160;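 active means inhibition above about 35% when tested at 20 µM, limit read from the data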;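 further: plate controls were DMSO wells with enzyme for no effect and DMSO wells lacking enzyme for full effect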
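Incubation: 90 min at room temperature in dark / Material: recombinant HKDC1 (HK5) hexokinase enzyme, produced in-house / Quantity: enzyme 5 µg/mL final / Compound: one dose of 20 µM, 1% DMSO / Reagent: glucose and ATP substrates / Buffer or medium: Tris pH 8.0 buffer with MgCl2, Tween-20, BSA, BME / Technique: resorufin fluorescence at 613 nm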
SENP8 block-2: inhibitors of human SENP8 protease; Q96LD8; purified SENP8, Z-RLRGG-aminoluciferin cleavage, luminescence; inhibition, % at 10 µM; AID 2540; actives 1.2% (n = 330,000); in the data active means inhibition above about 50%
SENP6 inh: inhibitors of human SENP6 protease; inhibition, % at 10 µM; Recombinant SENP6 catalytic domain, aminoluciferin luminescence; actives 1.8% (n = 330,000);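 active means inhibition above about 50% at the single tested dose, limit read from the data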;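 further: plate controls were DMSO wells with enzyme for no effect and DMSO wells lacking enzyme for full effect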
* marks the source's active call; other numbers are inactive results.

Screening CCOC(=O)C1CCN(S(=O)(=O)c2c(C(=O)N3CCCCC3)c(C)n(C)c2C)CC1 returned SENP8 block-1 -4.4, SENP1 inh 1.0, PfGluPho inh 8.8, SENP7 block 9.9, Apaf1 inhib -4.1, HKDC1 inhibitor -3.6, SENP8 block-2 3.7 and SENP6 inh 18.5.
`Cc1ccc2nc(C)c(C(=O)N/N=C/c3cccs3)n2c1` gave SENP8 block-1 -4.3, SENP1 inh -1.8, PfGluPho inh 15.0, SENP7 block -2.0, Apaf1 inhib -15.7, HKDC1 inhibitor -4.3, SENP8 block-2 -4.2 and SENP6 inh -9.8.
`CC(=O)c1c(C)oc2c1cc(O)c1ccccc12` gave SENP8 block-1 7.0, SENP1 inh 1.1, PfGluPho inh 2.4, SENP7 block 6.4, Apaf1 inhib -32.6, HKDC1 inhibitor 7.1, SENP8 block-2 0.1 and SENP6 inh -18.1.
Screening O=C(COC(=O)CNC(=O)c1ccc(F)cc1)NC1CCCc2ccccc21 (stereo not drawn) returned SENP8 block-1 7.7, SENP1 inh 1.9, PfGluPho inh 4.7, SENP7 block -12.2, Apaf1 inhib 14.9, HKDC1 inhibitor -4.4, SENP8 block-2 -12.1 and SENP6 inh -6.6.
`O=C(Nc1ccccc1N1CCCCC1)c1ccc([N+](=O)[O-])o1` gave SENP8 block-1 21.2, SENP1 inh 0.3, PfGluPho inh 9.0, SENP7 block 0.5, Apaf1 inhib 22.1, HKDC1 inhibitor 4.3, SENP8 block-2 16.1 and SENP6 inh 7.1.
Screening Cc1ccn2cc(C(=O)Nc3nnc(C)s3)nc2c1 returned SENP8 block-1 -131.7, SENP1 inh -3.0, PfGluPho inh 7.7, SENP7 block -1.9, Apaf1 inhib -7.6, HKDC1 inhibitor 15.9, SENP8 block-2 -1.1 and SENP6 inh -5.4.
For CCOC(=O)c1ccc(NC(=O)c2ccc(NS(C)(=O)=O)cc2)cc1 the results were SENP8 block-1 -59.0, SENP1 inh 0.1, PfGluPho inh -6.4, SENP7 block -7.4, Apaf1 inhib 0.0, HKDC1 inhibitor 1.3, SENP8 block-2 -7.8 and SENP6 inh -21.6.
`Cc1cccc(C(=O)N2CCN(c3ccc(N4CCOCC4)nn3)CC2)c1` gave SENP8 block-1 -458.2, SENP1 inh -17.4, PfGluPho inh 27.3, SENP7 block 6.0, Apaf1 inhib -19.6, HKDC1 inhibitor -6.7, SENP8 block-2 -1.6 and SENP6 inh -0.4.
Screening COc1ccc(OCC#CCn2ccnc2)cc1 returned SENP8 block-1 7.0, SENP1 inh 0.7, PfGluPho inh -5.2, SENP7 block -1.7, Apaf1 inhib 1.4, HKDC1 inhibitor 3.0, SENP8 block-2 -3.1 and SENP6 inh -0.9.
For O=C(N/N=C/c1cc(Br)cc([N+](=O)[O-])c1O)c1ccc(NC(=O)c2ccc(F)cc2)cc1 the results were SENP8 block-1 20.9, SENP1 inh 3.4, PfGluPho inh -38.8, SENP7 block 8.1, Apaf1 inhib 18.7, HKDC1 inhibitor -28.3, SENP8 block-2 10.5 and SENP6 inh 4.5.
For Cc1ccc(S(=O)(=O)N(C)C)cc1NC(=O)c1cc(-c2ccncc2)nc2ccccc12 the results were SENP8 block-1 1.4, SENP1 inh 8.4, PfGluPho inh 16.2, SENP7 block -5.9, Apaf1 inhib 22.3, HKDC1 inhibitor 6.1, SENP8 block-2 -5.5 and SENP6 inh -15.1.
Screening c1ccc(-c2cnnc3ccccc23)cc1 returned SENP8 block-1 6.1, SENP1 inh 3.5, PfGluPho inh 5.8, SENP7 block 12.9, Apaf1 inhib 8.3, HKDC1 inhibitor -1.1, SENP8 block-2 7.1 and SENP6 inh 3.1.
For CC(C)Oc1cccc(-c2nnc(SCC(=O)Nc3ccc4c(c3)OCCO4)n2N)c1 the results were SENP8 block-1 26.2, SENP1 inh 4.4, PfGluPho inh 4.7, SENP7 block 1.7, Apaf1 inhib 2.0, HKDC1 inhibitor 14.4, SENP8 block-2 -9.0 and SENP6 inh -0.3.
Cc1cc(=O)[nH]c(SCC(=O)N2C(C)CCCC2C)n1 (stereo not drawn) was read as SENP8 block-1 2.9, SENP1 inh -0.7, PfGluPho inh -9.1, SENP7 block -6.2, Apaf1 inhib 2.8, HKDC1 inhibitor 2.2, SENP8 block-2 -7.0 and SENP6 inh 0.5.
Screening COc1cccc(C(=O)COc2cccc(NC(=O)c3ccco3)c2)c1 returned SENP8 block-1 23.0, SENP1 inh -0.6, PfGluPho inh 3.3, SENP7 block -11.8, Apaf1 inhib -1.6, HKDC1 inhibitor -6.4, SENP8 block-2 -5.8 and SENP6 inh -20.8.
Screening CCCCOC(=S)NC(=O)c1sc2ccccc2c1Cl returned SENP8 block-1 -5.9, SENP1 inh -4.1, PfGluPho inh -9.9, SENP7 block 0.5, Apaf1 inhib 7.3, HKDC1 inhibitor 7.8, SENP8 block-2 -5.3 and SENP6 inh -15.1.
For CCn1c(SCC(=O)Nc2cc(C)on2)nnc1-c1cccc(C)c1 the results were SENP8 block-1 24.0, SENP1 inh -1.2, PfGluPho inh 4.3, SENP7 block 12.1, Apaf1 inhib 8.9, HKDC1 inhibitor -2.4, SENP8 block-2 8.4 and SENP6 inh -6.5.
For CCNC(=O)Nc1ccccc1C(=O)OC the results were SENP8 block-1 -175.5, SENP1 inh 2.7, PfGluPho inh -3.9, SENP7 block 3.0, Apaf1 inhib -7.5, HKDC1 inhibitor -7.5, SENP8 block-2 3.5 and SENP6 inh 13.3.
`O=C(NN1CCOCC1)c1ccc(Cl)c([N+](=O)[O-])c1` gave SENP8 block-1 2.9, SENP1 inh 0.7, PfGluPho inh 5.3, SENP7 block -9.8, Apaf1 inhib 0.5, HKDC1 inhibitor 36.5*, SENP8 block-2 -8.5 and SENP6 inh -6.3.
For COc1ccc(NS(=O)(=O)c2c(C)[nH]c(=O)[nH]c2=O)c(OC)c1 the results were SENP8 block-1 24.3, SENP1 inh -0.5, PfGluPho inh 9.1, SENP7 block -7.5, Apaf1 inhib -8.5, HKDC1 inhibitor -11.1, SENP8 block-2 -0.5 and SENP6 inh -0.9.
For O=C(CSc1nncn1-c1ccccc1F)NC1CCCCC1 the results were SENP8 block-1 -1.4, SENP1 inh -1.0, PfGluPho inh 0.6, SENP7 block 3.6, Apaf1 inhib -2.0, HKDC1 inhibitor -7.4, SENP8 block-2 4.2 and SENP6 inh -5.2.
COCC(C)n1c(C)cc(C(=O)COC(=O)CNC(=O)c2ccccc2)c1C (stereo not drawn) was read as SENP8 block-1 3.9, SENP1 inh -0.1, PfGluPho inh 3.9, SENP7 block -2.3, Apaf1 inhib -0.2, HKDC1 inhibitor -13.7, SENP8 block-2 -11.0 and SENP6 inh -12.3.
O=C(Cn1nnc(-c2ccccc2NC(=O)C2CC2)n1)NC1CCCCC1 was read as SENP8 block-1 13.1, SENP1 inh -1.3, PfGluPho inh -2.2, SENP7 block -4.9, Apaf1 inhib 1.2, HKDC1 inhibitor -7.2, SENP8 block-2 5.9 and SENP6 inh -10.4.
`CC1=CC(=C2C=CC(=O)C=C2)C=C(C)N1C` gave SENP7 block 0.0, Apaf1 inhib -1.3, SENP8 block-2 2.9 and SENP6 inh 4.9.
For O=C(c1ccccc1)C1CCN(C(=O)c2ccco2)CC1 the results were SENP8 block-1 -3.9, SENP1 inh 0.9, PfGluPho inh -13.1, SENP7 block 1.8, Apaf1 inhib -1.3, HKDC1 inhibitor -6.8, SENP8 block-2 3.1 and SENP6 inh -1.6.
Screening COc1ccc2cc(Br)ccc2c1CC(=O)N1CCCC1 returned SENP8 block-1 10.4, SENP1 inh 1.0, PfGluPho inh 2.7, SENP7 block -2.3, Apaf1 inhib 11.3, HKDC1 inhibitor -5.1, SENP8 block-2 -5.7 and SENP6 inh 19.0.
Screening CC(=O)COC(=O)C1CC(=O)N(c2ccc(C)c(C)c2)C1 (stereo not drawn) returned SENP8 block-1 20.2, SENP1 inh 1.4, PfGluPho inh -16.8, SENP7 block -3.8, Apaf1 inhib -3.6, HKDC1 inhibitor -10.7, SENP8 block-2 1.0 and SENP6 inh -4.8.
`CCCN(C(=O)COC(=O)CCOc1ccccc1)c1c(N)n(Cc2ccccc2)c(=O)[nH]c1=O` gave SENP8 block-1 -38.7, SENP1 inh -3.4, PfGluPho inh -16.0, SENP7 block 11.0, Apaf1 inhib -6.4, HKDC1 inhibitor 1.6, SENP8 block-2 -2.4 and SENP6 inh -14.1.
For CCNC(=S)N(CCc1c(C)[nH]c2ccc(Cl)cc12)Cc1cccnc1 the results were SENP8 block-1 22.1, SENP1 inh -1.3, PfGluPho inh 8.2, SENP7 block 5.8, Apaf1 inhib 14.1, HKDC1 inhibitor 0.7, SENP8 block-2 9.7 and SENP6 inh 5.3.
`O=C(CCCC(=O)N(CC(=O)NC1CCCCC1)c1ccccc1F)Nc1ccccn1` gave SENP8 block-1 6.5, SENP1 inh 1.9, PfGluPho inh 24.6, SENP7 block -2.6, Apaf1 inhib -1.5, HKDC1 inhibitor -0.8, SENP8 block-2 -6.5 and SENP6 inh -5.6.
`O=C(CCNS(=O)(=O)c1ccc2[nH]c(=O)oc2c1)Nc1ccccc1` gave SENP8 block-1 13.7, SENP1 inh 0.0, PfGluPho inh -21.2, SENP7 block 1.3, Apaf1 inhib 3.5, HKDC1 inhibitor -4.7, SENP8 block-2 1.6 and SENP6 inh 0.6.
CCS(=O)(=O)N1CCC(NC(=O)C2CCCCC2)CC1 was read as SENP8 block-1 16.2, SENP1 inh 1.2, PfGluPho inh -14.6, SENP7 block -3.8, Apaf1 inhib -2.6, HKDC1 inhibitor -1.1, SENP8 block-2 -7.4 and SENP6 inh -11.0.
`CN1CCN(c2ccc([N+](=O)[O-])c(-n3nc(-c4ccccc4)c4ccccc4c3=O)c2)CC1` gave SENP8 block-1 31.1, SENP1 inh 0.3, PfGluPho inh -17.7, SENP7 block 4.5, Apaf1 inhib 25.6, HKDC1 inhibitor 1.1, SENP8 block-2 -5.5 and SENP6 inh -7.4.
For COc1cccc(NC(=O)c2oc3ccccc3c2NC(=O)C(C)(C)C)c1 the results were SENP8 block-1 -45.3, SENP1 inh 0.6, PfGluPho inh 29.3, SENP7 block -2.2, Apaf1 inhib -2.7, HKDC1 inhibitor 21.1, SENP8 block-2 8.4 and SENP6 inh 14.4.
Screening O=C(c1ccccc1)c1cc2ccccc2oc1=O returned SENP8 block-1 22.6, SENP1 inh -1.0, PfGluPho inh 3.5, SENP7 block 6.0, Apaf1 inhib -2.2, HKDC1 inhibitor 4.8, SENP8 block-2 0.0 and SENP6 inh 16.0.

As a short view, part of the list above:
`O=C(CCCC(=O)N(CC(=O)NC1CCCCC1)c1ccccc1F)Nc1ccccn1` gave SENP8 block-1 6.5, SENP1 inh 1.9, PfGluPho inh 24.6, SENP7 block -2.6, Apaf1 inhib -1.5, HKDC1 inhibitor -0.8, SENP8 block-2 -6.5 and SENP6 inh -5.6.
`O=C(CCNS(=O)(=O)c1ccc2[nH]c(=O)oc2c1)Nc1ccccc1` gave SENP8 block-1 13.7, SENP1 inh 0.0, PfGluPho inh -21.2, SENP7 block 1.3, Apaf1 inhib 3.5, HKDC1 inhibitor -4.7, SENP8 block-2 1.6 and SENP6 inh 0.6.
